# HIV RNase H inh: HIV-1 RT RNase H inhibitors, primary screen, biochemical, fluorescence; actives 1.9% (n = 65,000); inhibition, % at 10 µM; Gag-Pol polyprotein (Human immunodeficiency virus type 1 group M subtype B (isolate …; RT-RNase H RNA/DNA duplex cleavage; in the data active = inhibition above about 50%
# RmlC RmlD mix: RmlC and RmlD coupled enzyme inhibitors, primary screen, biochemical, 384-well, compound mixtures, retest. RmlC/RmlD coupled enzyme inhibition, 384-well mixture HTS. AID 1532, 2009. actives 0.39% (n = 110,000). inhibition, % at 5.5 µM; in the data active = inhibition above about 30%, passing the limit was not always enough; note: strong numbers were not always called active
# * hit, by the source's call; . = not tested or not shown. This is a subset (hit frequency here may not be typical).
SMILES	HIV RNase H inh	RmlC RmlD mix
CCN(CC)CCNC(=O)c1cn(C)c2ccc(S(=O)(=O)N(C)C3CCCCC3)cc2c1=O	-3	5
COc1ccc(CN(C(=O)Cn2nnc3ccccc32)C(C(=O)NC(C)(C)C)c2ccco2)cc1 (centres undefined)	-12	-91
COc1ccc(C)cc1NC(=O)Nc1ccc(Br)cn1	.	-14
N#Cc1nc(COc2ccccc2)oc1N1CCCCC1	-53	9
Cc1ccc(S(=O)(=O)c2ccc(Oc3ccccc3)cc2)cc1	.	2
CCOC(=O)Nc1ccc(C(N)=O)cc1	-16	9
O=C(O)c1ccccc1Nc1ccccc1C(=O)O	.	-12
OCCNc1nc(NCCC2=CCCCC2)nc(N2CCOCC2)n1	.	0
CC1=C(C(=O)OCC2CCCO2)C(c2ccncc2)C2=C(CC(C)(C)CC2=O)N1 (centres undefined)	-5	12
Cn1c(=O)n(CCOc2ccc(Cl)cc2Cl)c2ccccc21	.	-6
Cc1ccc(Oc2ccc(/C=N/O)cn2)cc1	.	6
COc1ccc2c(c1)c(CCNNC(=O)C(C)(C)C)c(C)n2C(=O)c1ccc(Cl)cc1	.	2
COc1ccc(N2C(=O)C3CCCN3C2c2cc(OC)c(OC)c(OC)c2)cc1 (centres undefined)	-9	0
COc1ccc(CCNC(=S)NC(=O)/C=C/c2ccc(C)cc2)cc1OC	.	5
CN(C)c1ccc2c(c1)N=C(c1ccco1)OP2(=S)N1CCOCC1 (centres undefined)	89*	7
Cc1sc(NC(=O)C2CCCO2)c(C#N)c1C (centres undefined)	18	5
CC(=O)Oc1ccccc1-c1nc(C)nc(N(C)C(C)=O)n1	-7	5
Cc1oc2cc(O)ccc2c(=O)c1Oc1ccccc1Br	-18	7
Cc1ccc2[nH]c(=S)cc(C)c2c1	33	-2
COc1ccc2c(=O)c3c(=O)n(Cc4ccco4)c(C4CCCCC4)nc3oc2c1	3	.
O=P(O)(O)C#Cc1ccccc1	5	.
Cc1nc(N)sc1C(=O)Nc1ccccc1	.	-8
O=C(Nc1ccccc1)/C(=C\c1ccc2c(c1)OCO2)NC(=O)c1ccco1	.	1
CCCn1c(CNc2ccc(Br)cc2)nc2ccccc21	-8	-11
COc1ccc(OC)c(S(=O)(=O)NCCc2ccccc2)c1	-12	-22
CCn1c(SC(C)C(=O)OC)nnc1-c1c[nH]c2ccccc12 (centres undefined)	0	7
Cc1ccc(-c2[nH]c(-c3ccc(Cl)cc3)nc2SCC(=O)NCC2CCCO2)cc1 (centres undefined)	.	-19
CCOC(=O)C1Nc2ccc(C(F)(F)F)cc2C2C=CCC12 (centres undefined)	.	6
O=C(Nc1ccc(Cl)cc1)N1CCCC1	-13	-4
Cc1c(NC(=O)c2ccc(CN3CCc4ccccc4C3)cc2)c(=O)n(-c2ccccc2)n1C	17	9
CCn1c(SCC(=O)Nc2ccccc2C(=O)OC)nnc1-c1ccoc1C	37	-14
CC(C)CC(C(=O)Nc1oc(-c2ccco2)c(-c2ccco2)c1C#N)N1C(=O)c2ccccc2C1=O (centres undefined)	62*	10
Cc1onc(-c2ccccc2)c1C(=O)OCC(=O)c1ccccc1	-14	10
Cc1ccc(C(=O)O/N=C(\N)c2ccc(Br)cc2)cc1C	.	-7
COc1ccc(Oc2nnc(C)c3ccccc23)cc1	.	-8
CCN(CC)C(=O)c1ccc(C(=O)c2ccccc2)cc1	.	-3
COc1cccc(C2C(C#N)=C(N)Oc3c2oc(CO)cc3=O)c1OC (centres undefined)	-5	-4
Cc1ccc(NC2=C(N3CCCCC3)C(=O)c3ccccc3C2=O)cc1	.	4
N#CCCn1c(C(C#N)(CCC#N)CCC#N)nc2ccccc21	-6	-8
COc1cc(OC)cc(C(=O)NCC(=O)N2CCC(C)CC2)c1	-3	-5
CC(NC(=O)NCCCC(=O)O)(C(F)(F)F)C(F)(F)F	-6	-6
CCCCN1C(=O)CC(Sc2ccccc2C(=O)O)C1=O (centres undefined)	.	11
CC(=O)Nc1cccc(NC(=O)CCc2ccccc2)c1	.	1
CCOCCCn1c(C)nc2c(c1=O)c1nc3ccccc3nc1n2-c1ccc(C)cc1	-1	-29
CN(C)S(=O)(=O)N1CCN(c2cccc(Cl)c2)CC1	-9	10
CCOC(=O)C1CCN(Cc2c(O)ccc3ccccc23)CC1	-4	-11
CCC(c1nnnn1CCOC)N(Cc1ccc(C)cc1)Cc1cc2cc(OC)ccc2[nH]c1=O (centres undefined)	3	4
Cc1nc2oc(C(=O)c3ccccc3)c(N)c2c2c1COC(C)(C)C2	3	.
O=C(c1cc2cc(Br)cc(Br)c2oc1=O)N1CCCC1	.	0
COc1ccc(NC(=O)OC(CN2CCCCC2)C(F)(F)F)cc1 (centres undefined)	.	-80
Cc1ccc(S(=O)(=O)N2CCCC2C(=O)Nc2cc(C)on2)cc1 (centres undefined)	-4	-6
Cc1ccc(-c2nnn(CC(=O)Nc3cccc4cccnc34)n2)o1	-9	-8
CC(C)Cc1cc(C(=O)NCCN2CCOCC2)no1	3	-9
O=C(Nc1ccccc1Cl)c1cccs1	-10	51
CC(C)(C)C1CCc2c(C(=O)N/N=C/c3cccs3)csc2C1 (centres undefined)	.	-14
COc1ccccc1Nc1ncc(C(C)=O)c(C)n1	-10	-7
CCOC(=O)c1sc2nc[nH]c(=O)c2c1C	.	16
Cc1ccc(CN2C(=O)CCC2C(=O)NCCN2CCN(c3cccc(Cl)c3)CC2)cc1 (centres undefined)	0	.
Cc1nnc(SCCn2c(N3CCCCCC3)nc3c2c(=O)[nH]c(=O)n3C)s1	-22	72
CCN(c1ccccc1)S(=O)(=O)c1ccc(NC(=O)C(C)(C)C)cc1	.	-2

# One compound at a time, from the list above:
# O=C(Nc1ccc(Cl)cc1)N1CCCC1 is listed with HIV RNase H inh = -13; RmlC RmlD mix = -4
# Cn1c(=O)n(CCOc2ccc(Cl)cc2Cl)c2ccccc21 is listed with HIV RNase H inh = .; RmlC RmlD mix = -6
# CCN(CC)C(=O)c1ccc(C(=O)c2ccccc2)cc1 is listed with HIV RNase H inh = .; RmlC RmlD mix = -3

# Molecules shown so far with a Cl atom:
SMILES	HIV RNase H inh	RmlC RmlD mix
Cn1c(=O)n(CCOc2ccc(Cl)cc2Cl)c2ccccc21	.	-6
COc1ccc2c(c1)c(CCNNC(=O)C(C)(C)C)c(C)n2C(=O)c1ccc(Cl)cc1	.	2
Cc1ccc(-c2[nH]c(-c3ccc(Cl)cc3)nc2SCC(=O)NCC2CCCO2)cc1 (centres undefined)	.	-19
O=C(Nc1ccc(Cl)cc1)N1CCCC1	-13	-4
CN(C)S(=O)(=O)N1CCN(c2cccc(Cl)c2)CC1	-9	10
O=C(Nc1ccccc1Cl)c1cccs1	-10	51
Cc1ccc(CN2C(=O)CCC2C(=O)NCCN2CCN(c3cccc(Cl)c3)CC2)cc1 (centres undefined)	0	.

# Further entries:
SMILES	HIV RNase H inh	RmlC RmlD mix
CC(C)(C)C(=O)c1cn(CC(=O)NCc2ccc3c(c2)OCO3)c2ccccc12	.	4
O=C(NCc1ccccc1)C1=C[C@@H](C2CCCCC2)C[C@@H](OCc2ccc(CO)cc2)O1	.	-12
Cc1ccc(-c2nc3ncccc3o2)cc1NC(=O)c1cc2ccccc2o1	5	12
COc1cccc(Nc2nc(-c3sc(N)nc3C)cs2)c1	17	-7
Cc1ccccc1NC(=O)COc1nsnc1N1CCOCC1	.	-9
COc1ccc(C)cc1NC(=O)C1C2C=CC(C2)C1C(=O)O (centres undefined)	-1	-8
COc1ccc(CN(CCN2CCOCC2)C(=O)c2c(F)cccc2F)cc1OC	62*	-5
CN(N)C(=S)NCc1ccccc1	.	9
CCN1CCN(C(=O)c2ccc3c(c2)N(Cc2ccc(F)cc2)C(=O)c2ccccc2S3=O)CC1 (centres undefined)	-8	7
Cc1ccc(C(=O)CCNc2cccc(Br)c2)o1	-61	11
O=C(c1ccccc1)N1CCCCC(S(=O)(=O)c2ccc3ccccc3c2)C1=O (centres undefined)	.	-9
Cc1oc2c(CN(C)C)c(O)ccc2c(=O)c1-c1cscn1	-1	35
CCOC(=O)c1ccc(CNS(=O)(=O)c2c(C)ccc3nsnc23)o1	-3	8
O=C(c1cccs1)N1CCN(c2ncccn2)CC1	.	1
CSC1=NCCN1C(=O)c1ccco1	-4	5
Cc1ccc(N(C(=O)c2csnn2)C(C(=O)NC(C)(C)C)c2cccs2)cc1 (centres undefined)	.	-13
CCCSc1nnc2nc3c(nn12)c1ccccc1n3C	-20	-2
CN1CCN(C/C(=C2/N=C(c3ccccc3)OC2=O)N(C)C)CC1	.	15
COCC(O)CSc1c([N+](=O)[O-])nc(C)n1Cc1ccc(OC)c([N+](=O)[O-])c1 (centres undefined)	.	3
CCN1CCCC1CNC(=O)c1cn(C)c2ccc(S(=O)(=O)N3CCCCCC3)cc2c1=O (centres undefined)	-6	-9
CCCn1c(SCC(=O)c2cc(C)c(C)cc2C)n[nH]c1=O	.	-19
CCC(=O)N1CCC2(CC1)Oc1ccc(F)cc1C(=O)C21CC(c2ccccc2)=NO1 (centres undefined)	.	-7
O=C(c1ccc(CS(=O)(=O)Cc2ccc(Cl)cc2)o1)N1CCCC1	-9	6
NC(=O)COC(=O)CNC(=O)c1ccc(Cl)cc1	-1	2
COc1ccc(C2N(c3cc(C)on3)C(=O)C3CCCN32)cc1OC (centres undefined)	-22	-1
C=CCOC(=O)C1=C(C)OC(N)=C(C#N)C1c1c(C)nn(-c2ccccc2)c1Cl (centres undefined)	4	7
CCOC(=O)C(NC(=O)c1ccccc1)(Nc1cc(C)on1)C(F)(F)F (centres undefined)	-4	-13
COC(=O)C1C(=O)NC(SC)=C(C#N)C1c1ccccc1F (centres undefined)	-10	-10
Cc1ccccc1N1CCN(Cc2c(C#N)c3ccccc3n2C)CC1	5	8
COc1cc(C(Nc2ccc3c(c2)OCO3)C(=O)NC2CCCCC2)cc(OC)c1OC (centres undefined)	2	-10
Cc1cc(C)c2c(N)c(C(=O)NN3CC(=O)N(c4ccccc4F)CC3=O)sc2n1	.	-4
CC(C)n1c(SCc2cc(=O)[nH]c3ccccc23)nc2c1c(=O)n(C)c(=O)n2C	-13	-3
O=C(O)CSc1nnc(-c2ccncc2)n1Cc1ccccc1	.	-10
CCC(C)NC(=O)CSC1=Nc2ccccc2C2=NC(CC(=O)NCc3ccccc3)C(=O)N12 (centres undefined)	-2	70
CCn1c(Cc2ccccc2)nnc1SCC(=O)Nc1nnc(-c2ccccc2)s1	0	8
COc1ccc(-c2[nH]nc3c2C(c2ccc(OC(=O)N4CCOCC4)cc2)C(C#N)=C(N)O3)cc1 (centres undefined)	-37	.
O=c1[nH]c2cc3c(cc2cc1CN(Cc1nnnn1CC1CCCO1)C1CCCC1)OCO3 (centres undefined)	2	.
CCCC(=O)C1=C(O)C(C(=O)OC)C(C)(C)CC1=N (centres undefined)	-4	-11
O=S(=O)(c1ccc2nc(-c3ccco3)c(-c3ccco3)nc2c1)N1CCOCC1	76*	3
COc1ccc(C(=O)NC(=S)NCCO)cc1Br	.	3
C=CCOC(=O)CCC(=O)Nc1cc(OC)nc(OC)n1	-3	7
Cc1ccc(C)c(N2CCN(C(=O)c3ccc4nc(-c5ccco5)c(-c5ccco5)nc4c3)CC2)c1	.	13
Cc1cc(C)nc(SCc2ccc3nonc3c2)n1	-59	-5
N#Cc1c(N)n(CCCN2CCOCC2)c2nc3ccccc3nc12	-2	17
COc1ccccc1N1CC(O)=C(c2nc3ccccc3s2)C1=N	6	-1
COc1nc(OC)nc(N2CCCCCC2)n1	.	11
O=C(NC1CCCCC1)NC1(C(=O)NCCCN2CCOCC2)CCCCC1	-5	-14
CN1C(=O)C(CC(=O)Nc2ccc(F)cc2)N(CCCc2ccccc2)C1=S (centres undefined)	.	9
COc1cc2oc(=O)c(Br)c(C)c2c(OC)c1OC	-26	6
Cc1cc(Nc2ccc3c(c2)OCCO3)n2ncnc2n1	0	-13
O=C(Nc1nc(-c2ccccc2)cs1)C1CCCO1 (centres undefined)	-11	-10
COc1ccc(C2/C(=C(/O)c3ccc(F)cc3)C(=O)C(=O)N2CCCN(C)C)cc1 (centres undefined)	1	.
Cn1c(SCC(=O)NCc2cccs2)nnc1-c1ccco1	-10	32
COc1ccc(C(=O)SC2=NCCS2)cc1OC	-21	-8
O=c1[nH]c(CN2CCN(Cc3ccc4c(c3)OCO4)CC2)nc2sc3c(c12)CCC3	-3	.
CC1CC(=O)C2=C(C1)Nc1ccccc1N(C(=O)COc1ccccc1)C2c1ccco1 (centres undefined)	-16	2
COCc1nnc(NC(=O)CCCOc2ccccc2OC)s1	-7	-7
CC1(c2nnc(-c3cccc(Cl)c3)o2)CC(c2ccc(C#N)cc2)=NO1 (centres undefined)	.	-10
Cc1ccc(NC2=C/C(=N\S(=O)(=O)c3cccs3)c3ccccc3C2=O)c(C)c1	.	7
CCCCCCn1c(SCC(=O)OC)nc2c1c(=O)[nH]c(=O)n2C	93*	7
O=C(O)C1C2C=CC(C3CC23)C1C(=O)N1CCc2ccccc21 (centres undefined)	.	8
O=C(CN1CCN(c2ccc(F)cc2)CC1)Nc1cc(C(F)(F)F)ccc1Cl	1	10
CCn1cc(C(=O)OCC(=O)NCc2ccc3c(c2)OCO3)c(=O)c2ccc(C)nc21	-18	-19

# Compound activity as filed in PubChem.
